Compound activity: PubChem BioAssay, Dana-Farber Cancer Institute and Novartis Institutes for BioMedical Research (Cambridge, Mass)
USP30 block = blocks human USP30 ubiquitin-rhodamine cleavage; Q70CQ3; purified USP30, Ub-rhodamine cleavage fluorescence; inhibition, % at 25 µM; 47,000 tested, 5.3% active; AID 1645860
Target sequence (Q70CQ3 whole entry, looked up): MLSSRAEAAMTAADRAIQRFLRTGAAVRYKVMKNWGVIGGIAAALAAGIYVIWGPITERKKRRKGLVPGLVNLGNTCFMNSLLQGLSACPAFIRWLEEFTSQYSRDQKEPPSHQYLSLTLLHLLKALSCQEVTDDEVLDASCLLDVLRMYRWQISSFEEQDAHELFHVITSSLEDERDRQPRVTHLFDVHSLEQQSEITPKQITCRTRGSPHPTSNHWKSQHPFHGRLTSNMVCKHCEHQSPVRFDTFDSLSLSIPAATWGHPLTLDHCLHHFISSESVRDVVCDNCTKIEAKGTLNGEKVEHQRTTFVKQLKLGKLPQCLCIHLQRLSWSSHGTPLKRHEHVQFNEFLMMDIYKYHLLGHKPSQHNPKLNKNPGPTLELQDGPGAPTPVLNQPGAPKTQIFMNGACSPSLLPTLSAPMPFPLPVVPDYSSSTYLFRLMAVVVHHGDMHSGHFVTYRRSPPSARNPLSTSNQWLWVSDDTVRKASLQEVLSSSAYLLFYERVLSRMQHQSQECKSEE
USP17 block = inhibitors of human USP17 deubiquitinase. A8MUK1. inhibition, % at 50 µM. purified USP17, Ub-rhodamine cleavage fluorescence, 3 h. 47,000 tested, 6.5% active
USP8 inh = blocks human USP8 ubiquitin-rhodamine cleavage | inhibition, % at 20 µM | purified USP8, Ub-rhodamine cleavage fluorescence, 30 min | 47,000 tested, 4.2% active
USP10 block = blocks human USP10 ubiquitin-rhodamine cleavage; Q14694; purified USP10, Ub-rhodamine fluorescence, 60 min; inhibition, % at 20 µM; 47,000 tested, 1.1% active; AID 1645856
USP28 block = blocks human USP28 ubiquitin-rhodamine cleavage; Q96RU2; purified USP28, Ub-rhodamine cleavage fluorescence, 30 min; 47,000 tested, 3% active; inhibition, % at 25 µM
USP7 inh = human USP7 deubiquitinase inhibition | Q93009 | purified USP7, Ub-rhodamine cleavage fluorescence | inhibition, % at 20 µM | 47,000 tested, 0.3% active | AID 1645854
UCHL1 inh = inhibitors of human UCHL1 deubiquitinase; P09936; purified UCHL1, Ub-rhodamine cleavage fluorescence; inhibition, % at 20 µM; 47,000 tested, 0.2% active; AID 1645859
OTUD3 inh = blocks human OTUD3 ubiquitin-rhodamine cleavage; Q5T2D3; inhibition, % at 25 µM; purified OTUD3, Ub-rhodamine fluorescence, 2 h; 47,000 tested, 0.7% active
* hit, by the source's call; · = no result given. No stated cut-off is given here; in the data, active means inhibition above about 30%; inactive means the rest. An excerpt; rates above refer to the full screens.

Letters: A = USP30 block; B = USP17 block; C = USP8 inh; D = USP10 block; E = USP28 block; F = USP7 inh; G = UCHL1 inh; H = OTUD3 inh
(1) O=C1C=CC(O)C2C1CC13SSC4(CC5C(=O)C=CC(O)C5N4C1=O)C(=O)N23 (configuration not stated)
  A = 60*; B = -17; C = 3; D = 4; E = 2; F = 3; G = 4; H = 18
(2) COc1ccc(O)c2c(=O)c3c(OC)cc4c(c3oc12)C1C=COC1O4 (configuration not stated)
  A = 0; B = -6; C = 1; D = 2; E = -1; F = 1; G = 2; H = -6
(3) COC1=C[C@@H]2C3=C([C@@H]2C1=O)[C@@H](NC(C)=O)CCc1cc(OC)c(OC)c(OC)c13
  A = 27; B = 19; C = 0; D = 0; E = 4; F = 2; G = 1; H = 3
(4) COc1ccc(-c2cc([C@H]3CN4CC[C@H]3C[C@@H]4CO)n(C)n2)cc1
  A = 12; B = 4; C = 9; D = 0; E = 4; F = 4; G = 1; H = 7
(5) COc1cc(N2CC[C@@H]3OCCN(C)[C@H]3CC2)ncn1
  A = 33*; B = 11; C = -1; D = -1; E = 15; F = 3; G = 0; H = 15
(6) CC1=CC2O[C@@H]3C[C@H]4OC(=O)/C=C\CCC5(C(=O)CO)OCC/C(=C\C(=O)OCC2(CC1)[C@]4(C)C31CO1)C5O (some centres not stated)
  A = 3; B = 1; C = -1; D = -2; E = 3; F = 3; G = 3; H = 0
(7) COc1ccc(C2SCC(=O)Nc3c2c(C)nn3C2CCCCC2)cc1 (configuration not stated)
  A = 0; B = -38; C = -185; D = 2; E = 3; F = -16; G = 0; H = 9
(8) O=C1Nc2ccc(Cl)cc2C(c2cccc(O)c2)=NC1O (configuration not stated)
  A = 12; B = 5; C = 5; D = 1; E = 9; F = -1; G = 2; H = 7
(9) N#Cc1cccc(CN2CCC3(CC2)OC(=O)Nc2ccccc23)c1
  A = 12; B = 2; C = 19; D = 0; E = 3; F = 2; G = 1; H = -1
(10) O=S1(=O)Cc2cnc(NCC3CC3)nc2[C@H]2CN(CC3CC3)C[C@H]21
  A = -3; B = -4; C = -31; D = 1; E = -1; F = -6; G = -2; H = -3

An excerpt of these results, with two lines to a compound.
Each structure is followed by: USP30 block	USP17 block	USP8 inh	USP10 block	USP28 block	USP7 inh	UCHL1 inh	OTUD3 inh
3) COC1=C[C@@H]2C3=C([C@@H]2C1=O)[C@@H](NC(C)=O)CCc1cc(OC)c(OC)c(OC)c13
  27	19	0	0	4	2	1	3
4) COc1ccc(-c2cc([C@H]3CN4CC[C@H]3C[C@@H]4CO)n(C)n2)cc1
  12	4	9	0	4	4	1	7
5) COc1cc(N2CC[C@@H]3OCCN(C)[C@H]3CC2)ncn1
  33*	11	-1	-1	15	3	0	15
6) CC1=CC2O[C@@H]3C[C@H]4OC(=O)/C=C\CCC5(C(=O)CO)OCC/C(=C\C(=O)OCC2(CC1)[C@]4(C)C31CO1)C5O (some centres not stated)
  3	1	-1	-2	3	3	3	0
7) COc1ccc(C2SCC(=O)Nc3c2c(C)nn3C2CCCCC2)cc1 (configuration not stated)
  0	-38	-185	2	3	-16	0	9
8) O=C1Nc2ccc(Cl)cc2C(c2cccc(O)c2)=NC1O (configuration not stated)
  12	5	5	1	9	-1	2	7
9) N#Cc1cccc(CN2CCC3(CC2)OC(=O)Nc2ccccc23)c1
  12	2	19	0	3	2	1	-1
10) O=S1(=O)Cc2cnc(NCC3CC3)nc2[C@H]2CN(CC3CC3)C[C@H]21
  -3	-4	-31	1	-1	-6	-2	-3

(further entries)
Letters: A = USP30 block; B = USP17 block; C = USP8 inh; D = USP10 block; E = USP28 block; F = USP7 inh; G = UCHL1 inh; H = OTUD3 inh
(11) CC(C)(O)[C@@H]1[C@H]2OC(=O)[C@@H]1[C@]1(O)C[C@H]3O[C@]34C(=O)O[C@H]2[C@]14C (tested in a mixture with another compound)
  A = -20; B = -24; C = 8; D = 7; E = -4; F = 10; G = 1; H = 0
(12) Cc1ccc(C)c(Cn2cccc(C(=O)Nc3ccccn3)c2=O)c1
  A = 19; B = 9; C = 2; D = 3; E = 34*; F = -5; G = 2; H = 15
(13) Cc1n[nH]c(C)c1CC(=O)N1C[C@@H](O)[C@H](N2CCC(F)(F)CC2)C1
  A = 28; B = 8; C = 4; D = 1; E = 1; F = 8; G = 2; H = 4
(14) O=C1Nc2ccccc2C2(CCN(Cc3ccc4c(c3)OCO4)CC2)O1
  A = 19; B = 1; C = 6; D = 3; E = 8; F = 6; G = 1; H = 4
(15) O=C1C2CCN(CC2)C1Cc1ccc2c(c1)OCO2 (configuration not stated)
  A = 5; B = ·; C = -23; D = 4; E = -1; F = 0; G = 1; H = 0
(16) O=C1CSC(c2ccc3c(c2)OCO3)c2c(n(C3CCCCCC3)[nH]c2=O)N1 (configuration not stated)
  A = 33*; B = 19; C = 83*; D = 24; E = 13; F = 16; G = 4; H = 10
(17) CC(C)(O)[C@H]1[C@@H]2OC(=O)[C@H]1[C@@]1(O)[C@@H]3O[C@@H]3[C@@]3(CO3)[C@@]1(C)[C@H]2O
  A = 28; B = 12; C = 3; D = 2; E = 4; F = 6; G = 0; H = 11
(18) CS[C@]1(CO)C(=O)N2[C@H]3C(=CC=C[C@@H]3O)C[C@@]2(SC)C(=O)N1C
  A = -123; B = 4; C = -54; D = -14; E = -33; F = -11; G = -6; H = -34
(19) O=C1N(c2ccccc2)c2ccccc2C12CCN(Cc1cccnc1)CC2
  A = ·; B = -31; C = -24; D = -3; E = ·; F = -39; G = -32; H = 0
(20) Cc1noc(C)c1CN1C[C@H](Oc2ccccn2)[C@H]2OCCC[C@H]21
  A = -203; B = -70; C = -140; D = -11; E = -50; F = -16; G = -15; H = -39

New compounds follow
Letters: A = USP30 block; B = USP17 block; C = USP8 inh; D = USP10 block; E = USP28 block; F = USP7 inh; G = UCHL1 inh; H = OTUD3 inh
(21) O=C(c1ccc2c(c1)ncn2C1CCCCCC1)N1CCC2(CC1)OCCO2
  A = ·; B = -15; C = -1; D = 0; E = ·; F = 0; G = -1; H = -7
(22) C=C(C)[C@H]1O[C@H]2CC[C@@]3(C)[C@@](O)(CC[C@H]4[C@@H]5OC(C)(C)[C@H]6C[C@@H]7C(=C)Cc8c(Cl)cc9[nH]c(c5c9c8[C@@]76O)[C@]43C)[C@]23O[C@@H]3[C@H]1O
  A = -17; B = 1; C = -12; D = -3; E = 0; F = 5; G = 2; H = -2
(23) C[C@@]12C[C@@H](c3ccoc3)OC(=O)[C@@H]1CC[C@]1(C)C2[C@H]2C=C[C@]1(O)C(=O)O2 (some centres not stated)
  A = -40; B = -84; C = -4; D = -3; E = -29; F = -9; G = 0; H = -14
(24) COC1CCCCC1NCCc1c[nH]c2ccccc12 (configuration not stated)
  A = -3; B = -32; C = -19; D = -4; E = -11; F = ·; G = -3; H = -9
(25) Cc1nc(CN2CC[C@H]3CO[C@H](CNc4ncccn4)[C@H]3C2)cs1
  A = 13; B = 3; C = -12; D = 0; E = 2; F = 0; G = 0; H = 3
(26) CCc1cc2c(s1)NC(=O)CN=C2c1ccccc1OC
  A = -12; B = -15; C = -2; D = -2; E = -8; F = -3; G = -1; H = -7
(27) CC(C)CNC(=O)C1=NOC2(CCNCC2)C1
  A = 3; B = -11; C = -91; D = 0; E = -5; F = 0; G = -3; H = -2
(28) Cc1ccc(C(CNC(=O)c2oc3ccc(F)cc3c2C)N2CCCC2)o1 (configuration not stated)
  A = -88; B = -27; C = -6; D = -10; E = -24; F = -12; G = -3; H = -24
(29) Cc1noc(C)c1CN1CC[C@H]2C[C@@H](C(=O)NC3CC3)O[C@@H]2C1
  A = 4; B = 0; C = -80; D = 0; E = 6; F = 2; G = 1; H = 8
(30) O=C(NCc1cccnc1)[C@H]1CO[C@H]2CCN(C3CCC3)C[C@H]2C1
  A = 0; B = -5; C = -121; D = 5; E = -7; F = 0; G = 1; H = 3
(31) O=C1NCC2(CCCN(Cc3cccnc3)C2)Oc2ccccc21 (configuration not stated)
  A = 25; B = 15; C = 18; D = 0; E = 13; F = 5; G = 2; H = 21
(32) c1cnc(NC[C@H]2OC[C@H]3CN(Cc4ccncc4)CC[C@H]32)nc1
  A = -16; B = ·; C = -59; D = -3; E = -3; F = -1; G = -3; H = -5
